Screens: PubChem, The Scripps Research Institute Molecular Screening Center
PrPC surface inh: cell surface PrPC inhibition, primary TR-FRET screen; TR-FRET read-out; 370,000 tested, 0.43% active; inhibition, % at 13.8 µM; P04156; in the data active = inhibition above about 24%; note: 0% = median of the test wells and 100% = reference compound wells
* = called active by the depositor; & = joins results of further samples. Only part of the results is shown (hit frequency here may not be typical).

SMILES	PrPC surface inh
COC(=O)C1CN(Cc2cn(Cc3ccc(Cl)cc3)nn2)CCS(=O)(=O)N1Cc1ccc(OC)cc1 (stereo not drawn)	-4
C[C@H]1CN([C@@H](C)CO)C(=O)c2c(c3ccccc3n2C)-c2ccccc2CO[C@H]1CN(C)C(=O)Nc1cccc(F)c1	-12
COc1ccc(CN2C3=N[C@H](c4ccccc4)CC(=O)N3/C(=C\c3ccccc3)C2c2ccco2)c(OC)c1 (stereo partly drawn)	1
C=CCO[C@H]1CN(C(=O)OC)[C@@H](c2ccccc2Br)C[C@H]1OCC=C	1
Oc1ccc(/C=C/c2ccccc2F)c2cccnc12	-12
COC(=O)c1cc2c(c3c4cc(F)ccc4n(S(=O)(=O)c4cccc(C)c4)c13)C(=O)N(C)C2	-4
O=C1CCC[C@H]2C[C@H](NCc3cccnc3)CC[C@]23CCCN13	-4
O=C(CSc1nnc(-c2ccccn2)n1-c1ccccc1)Nc1ccc2cn[nH]c2c1	13
COC(=O)C1CN(Cc2cn(Cc3ccc(OC)cc3)nn2)CCS(=O)(=O)N1Cc1ccc(F)cc1 (stereo not drawn)	2
O=C(OCc1cn(Cc2cccc(F)c2F)nn1)N1CCOCC1	-8
Clc1ccc(Nc2nnc(-c3ccc4c(c3)OCO4)o2)cc1	0
O=C(CCn1nnc2ccccc21)N1CCN(Cc2ccc3c(c2)OCO3)CC1	-6
OC(c1ccccc1)(c1ccccc1)c1cnc2ccccn12	9
COC(=O)C1=C(C)N(Cc2ccc(Br)cc2)C(=S)NC1c1ccc(OC)cc1 (stereo not drawn)	5
CCCCCNC(=O)C(CCc1ccccc1)n1c(=O)c(-c2cc3ccccc3[nH]2)nc2ccccc21 (stereo not drawn)	-2
O=C(COC(=O)c1ccc(Sc2ncn[nH]2)c([N+](=O)[O-])c1)Nc1cccc(Cl)c1F	-10
O=C(NCc1ccccc1)OCCCN1C(=O)CCC12CCCCC2	-3
COCC(=O)N1CC[C@H]2[C@@H]1c1cc(-c3cccc(OC)c3)ccc1N(C)[C@H]2CO	-17
CCCC[C@H](C(=O)N(CC)c1ccccc1)[C@@H](O)c1ccc(Cl)cc1	1
Cc1cccc(NC(=O)CN2C(=O)CCSc3ccccc32)c1C	-4
CCc1c(Cc2ccccc2)ncn1CCc1ccccc1OC	17
CCCCCc1ccc(NC(=O)OCCCN2CCC3(CCC(c4ccccc4)CC3)C2=O)cc1 (stereo not drawn)	5
O=C(N[C@H](Cc1ccccc1)C(=O)O)[C@H]1O[C@@H](n2ccc(=O)[nH]c2=O)[C@H](O)[C@@H]1O	-2
CCCCOc1ccc(C(=O)NC2CCCCN(C)C2=O)cc1 (stereo not drawn)	-1
C=CCCC1CN(Cc2ccc(OC)cc2)S(=O)(=O)c2c(cccc2N2CCCCC2)O1 (stereo not drawn)	-7
Cc1ccc(-n2c(SCC(=O)Nc3ccc(OCc4ccccc4)cc3)nnc2-c2cnccn2)cc1	6
COc1ccc(-n2nnnc2C2(C)CCC(=O)N2Cc2ccccc2)cc1 (stereo not drawn)	1
O=C(Nc1ccc(Br)cc1)OC1CC2CC1[C@H]1CCCCN1C2 (stereo partly drawn)	1
COc1ccc(C(=O)C2(C(=O)NC3CCCC3)CC(c3ccccc3C(F)(F)F)=NO2)cc1 (stereo not drawn)	2
O=C(OC12CCCN(C1)/C(=C/c1ccc(Cl)cc1)C2)c1ccco1 (stereo not drawn)	-4
O=C(CSC1=NC(=O)C(Cc2ccccc2)C(=O)N1)Nc1ncccn1 (stereo not drawn)	1
S=C(Nc1ccc(Br)cc1)OCCN1CCCC12CCC(c1ccccc1)CC2 (stereo not drawn)	4
O=C(Nc1c(-c2ccc(F)c(F)c2)nc2ncccn12)C1CC1	-4
N#CCC[C@H]1CC[C@]2(CCCN(Cc3ccc(Br)cc3)C2)O1	-4
CCn1c(COc2ccc(C)cc2)nnc1SCC(=O)Nc1ccc(C(=O)OC)cc1	3
COC(=O)c1cc2c(c3c4cc(OC)ccc4n(C(=O)c4ccccc4)c13)C(=O)N(C1CCCCC1)C2	0
COC1=C[C@H](C(=O)NCCNC(C)=O)[C@H](C)[C@@H](c2ccccc2)CC1=O	-1
N/C(=N\C(=O)OCc1ccccc1)N(Cc1ccccc1)C(C#CC1=CCCCC1)Cc1ccccc1 (stereo not drawn)	4
C[C@@H]1CCN(C2CC2)S(=O)(=O)c2ccc(N3CCC[C@H]3CO)cc2O1	-3
COc1ccc(Cn2cc(CN3[C@@H](C)COc4cc(Br)ccc4S3(=O)=O)nn2)cc1	-6
CC(=O)Nc1ccc(NC(=O)Cn2cc3c(n2)CCC(C)C3)cc1 (stereo not drawn)	6
Cc1ccc(-n2c(Cc3cccs3)nnc2SCC(=O)Nc2ccc(OCc3ccccc3)cc2)cc1	10
COc1ccc(OC)c(CN2C(=O)CN(S(C)(=O)=O)CC2(C)C(=O)NC(C)C)c1 (stereo not drawn)	1
O=C(NCCN1CCC2(CC1)C(=O)NCN2c1ccccc1)C(c1ccccc1)c1ccccc1	-11
COC(=O)C[C@@H]1CC[C@@H]2[C@@H](COc3ccc(NC(=O)Nc4ccc(F)cc4)cc3C(=O)N2C)O1	-9
O=C(NC(CCC(O)CO)P(=O)(Oc1ccccc1)Oc1ccccc1)OCc1ccccc1 (stereo not drawn)	5
COc1cccc(-c2ccc(CC[C@H]3O[C@H]4CC[C@@H](CO)O[C@H]4C[C@H]3NC(=O)c3cnccn3)cc2)c1	0
CN1CCCN(C(=O)CSc2nnc(-c3cccnc3)n2C2CCCCC2)CC1	-5
O=C(CSc1nnc(-c2ccccn2)n1-c1ccc(Cl)cc1)Nc1ccc2c(c1)OCCO2	-3
O=S1(=O)c2c(cccc2N2CCCCC2)O[C@H](COCc2ccccc2)CN1C1CC1	7
COC(=O)[C@@]12C[C@@H](CC(=O)NCc3ccc(OC)c(OC)c3)C(=O)N(Cc3cccc4ccccc34)C1=CCC(C)(C)C2	-2
COC(=O)[C@]12C[C@H](CC(=O)NCc3cccc(C(F)(F)F)c3)C(=O)N(Cc3cccc4ccccc34)C1=C[C@H](COCc1ccccc1)O[C@@H]2C	-2
COc1cccc(C(=O)N[C@@H](CC(C)C)C(=O)N2CCC[C@H]2C(=O)NCc2ccccc2)c1	7
CC(C)(C)S(=O)(=O)N1C[C@H]2CC(=O)C(CCO)=C2[C@@H]1CCO	2
COCC(=O)N1CCC(C(=O)NC2CCCc3ccccc32)CC1 (stereo not drawn)	7
C[C@@H]1CN(c2ccc(N3CCN(C(=O)OC(C)(C)C)C[C@@H]3C)cc2C#N)C[C@H](C)O1	8
CC(c1c[nH]c2ccccc12)c1cn(C)c2ccccc12 (stereo not drawn)	8
COCCN1C(=O)C2=C(C1=O)C1N(C)c3ccccc3[C@@]13C[C@@H](CO)N(C(=O)CCC(=O)OC)C3=N2 (stereo partly drawn)	-14
COc1cc(NC(=O)c2cnn3c(C)cc(C)nc23)cc(OC)c1OC	6
COC(=O)[C@]12C[C@H](CC(=O)N3CCSCC3)C(=O)N(Cc3ccc4c(c3)OCO4)C1=C[C@H](C(C)C)O[C@@H]2C1CC1	-5
Later entries
SMILES	PrPC surface inh
C[C@H]1CN([C@@H](C)CO)C(=O)CCCn2nncc2CO[C@@H]1CN(C)C(=O)Nc1ccc(N2CCN(C)CC2)cc1	-4
c1ccc(C[C@H]2COc3c4ccccc4nn32)cc1	-4
COC(=O)C[C@@H]1CC[C@H](NC(=O)Nc2ccc(OC)cc2)[C@@H](CO)O1	3
COC(=O)Cc1nnn2c1[C@@H](C)[C@@H](c1ccccc1Br)O[C@@H](C)C2	2
CCCCc1cccc2[nH]cc(C)c12	-7
Cc1nn(CCC(=O)NNC(=O)Nc2ccc(F)cc2)c(C)c1[N+](=O)[O-]	6
Cc1ccc(S(=O)(=O)N2[C@H](CC(=O)Oc3ccccc3)OC[C@@H]2C(C)C)cc1	4
COC(=O)[C@]12CCCCC=C1N(Cc1ccc3c(c1)OCO3)C(=O)[C@H](CC(=O)NCc1ccccc1)C2	7
COC(=O)C1=C(C)N(C)C(=NCc2cccc(C(F)(F)F)c2)NC1c1cccc(F)c1 (stereo not drawn)	-16
O=C(OCc1cn(Cc2cccc(Cl)c2)nn1)N1CCCC1	-4
CCCC1CCC2(CCCN2CCOC(=S)Nc2cccc(Cl)c2)CC1 (stereo not drawn)	5
C[C@@H]1ON(C)[C@H]2C[C@H]3c4[nH]c5c(-c6ccccc6F)cccc5c4CCN3C(=O)[C@@H]12	-8
C=CCCC1CN(Cc2ccc(OC)cc2)S(=O)(=O)c2c(Oc3ccc(C(C)C)cc3)cccc2O1 (stereo not drawn)	-5&4
CN(c1cccnc1)c1ccc(NC(=O)Cc2c[nH]c3ccccc23)cc1-c1cccnc1F	-1
FC(F)(F)c1cccc(Cn2ccc3ccc(-c4ccc5ccn(Cc6ccccc6)c5c4)cc32)c1	5
O=C(NCC(c1ccccc1)c1ccccc1)[C@H](Cc1c[nH]c2ccccc12)NC1(C(=O)NC2CCCCC2)CCCC1	-7
Cc1ccc(-c2cccc3[nH]cc(C)c23)s1	2
CN1C(=O)c2cc(NC(=O)Nc3ccc(F)c(F)c3)ccc2OC[C@H]2O[C@@H](CC(=O)O)CC[C@H]21	-6
Cn1c(=O)c(=O)n(C)c2cc(S(=O)(=O)N3CCN(Cc4ccc5c(c4)OCO5)CC3)ccc21	1
C=CCNC1CCC12CCC(c1ccccc1)CC2 (stereo not drawn)	-2
Cc1ccccc1CN1CCCCC(NC(=O)c2ccc(F)cc2)C1=O (stereo not drawn)	0
COC(=O)[C@H]1C[C@@]2(C)c3ccccc3N(S(=O)(=O)c3ccccc3)[C@H]2N1	4
COc1ccc(CN2CN3CCc4ccccc4C3CS2(=O)=O)cc1 (stereo not drawn)	-1
Cc1cc(N2CCNC[C@H]2C)ccc1N1CCN[C@@H](C)C1	0

5 compounds picked at random from the list so far:
SMILES	PrPC surface inh
FC(F)(F)c1cccc(Cn2ccc3ccc(-c4ccc5ccn(Cc6ccccc6)c5c4)cc32)c1	5
C=CCNC1CCC12CCC(c1ccccc1)CC2 (stereo not drawn)	-2
CN(c1cccnc1)c1ccc(NC(=O)Cc2c[nH]c3ccccc23)cc1-c1cccnc1F	-1
O=C(NCC(c1ccccc1)c1ccccc1)[C@H](Cc1c[nH]c2ccccc12)NC1(C(=O)NC2CCCCC2)CCCC1	-7
C=CCCC1CN(Cc2ccc(OC)cc2)S(=O)(=O)c2c(Oc3ccc(C(C)C)cc3)cccc2O1 (stereo not drawn)	-5&4

Some of the entries so far, field by field:
O=C(NCC(c1ccccc1)c1ccccc1)[C@H](Cc1c[nH]c2ccccc12)NC1(C(=O)NC2CCCCC2)CCCC1
  PrPC surface inh: -7
Cc1ccccc1CN1CCCCC(NC(=O)c2ccc(F)cc2)C1=O (stereo not drawn)
  PrPC surface inh: 0
C=CCCC1CN(Cc2ccc(OC)cc2)S(=O)(=O)c2c(Oc3ccc(C(C)C)cc3)cccc2O1 (stereo not drawn)
  PrPC surface inh: -5&4
COC(=O)[C@H]1C[C@@]2(C)c3ccccc3N(S(=O)(=O)c3ccccc3)[C@H]2N1
  PrPC surface inh: 4

Continued.
SMILES	PrPC surface inh
CC1CC1C(=O)N1CCC(Oc2cccnc2)CC1 (stereo not drawn)	-1
O=C(C(=O)N1CCN(C(=O)C2CCCC2)CC1)c1cccc(C(F)(F)F)c1	9
C#CCOCCOCCOCCNc1nc(N2CCOCC2)nc(N2CCN(C(=O)[C@H](CCC(=O)O)n3cc(C(N)CO)nn3)CC2)n1 (stereo partly drawn)	-6
CCCCN1C(=O)N2Cc3cc(OC)ccc3C2CS1(=O)=O (stereo not drawn)	-7
c1ccc(-c2ccccc2C2Cc3nnccc3CN2)cc1 (stereo not drawn)	3
Cc1nn(C)cc1NC(=O)C[C@H]1CC[C@H]2[C@@H](COc3ccc(NC(=O)Nc4ccccc4)cc3C(=O)N2C)O1	0
CC1=C2NC(N)=[N+](Cc3ccc4c(c3)OCO4)CC2n2c(=O)n(-c3ccccc3)c(=O)n2C1 (stereo not drawn)	-2
c1nc(NCC2CCOC2)c2cc(-c3ccc4c(c3)OCO4)ccc2n1 (stereo not drawn)	1
Nc1nc2c(ncn2[C@@H]2O[C@H](C(=O)N[C@H](Cc3ccccc3)C(=O)NCCCc3ccccc3)[C@@H](O)[C@H]2O)c(=O)[nH]1	-1
O=C(NCc1c(F)cccc1F)C1CCCN(c2ncccn2)C1 (stereo not drawn)	0
CC(C)C(=O)N1CCC(Oc2cccnc2)CC1	3
CCN1Cc2nnn(Cc3ccc(C)cc3)c2-c2ccccc2S1(=O)=O	-5
O=C(CN(CCc1ccccc1)S(=O)(=O)c1cccs1)N1CCOCC1	-4
COc1cc(CCN=Cc2cccc(OC)c2O)c([N+](=O)[O-])cc1OC	-6
C=CCN(C(=O)[C@@H](C1CC1)[C@@H](O)c1ccc2ccccc2c1)c1ccccc1	12
O=C1NC(c2cccc(C(F)(F)F)c2)c2c(-c3ccccc3)n[nH]c21 (stereo not drawn)	5
O=[N+]([O-])c1c(Cl)cc(Cl)cc1Cl	-5
COC(=O)N1C[C@@H]2Oc3nccnc3O[C@@H]2C[C@@H]1c1ccccc1Br	11
CC(C)[C@H](NC(=O)c1ccc(Cl)c(Cl)c1)C(=O)N1CCC[C@H]1C(=O)NCc1ccccc1	-1
Nn1c(SCC(=O)Nc2ccccc2-c2ccccc2)nnc1-c1cc(-c2ccc(F)cc2)n[nH]1	-1
CCCCCCCCN1C(=O)[C@@H](CC(=O)N2CCN(C(=O)OCC)CC2)C[C@@]2(C(=O)OC)C1=C[C@H](C(C)C)O[C@@H]2C1CC1	1
O=C(OC12CCCN(C1)/C(=C/c1cccnc1)C2)c1ccccc1 (stereo not drawn)	10
CCCCCN1CCCCC(NC(=O)CSc2ccccc2)C1=O (stereo not drawn)	3
C#CCNC(=O)C[C@H]1C(=O)N(Cc2ccc(OC)cc2)C2=CCCCC[C@@]21C(=O)OC	11
c1cnc(SCC2CCCCC2)c(-c2nc3ccccc3[nH]2)c1	7
